# P. falciparum M1AAP – P. falciparum M1AAP inhibitors, biochemical, fluorogenic H-Leu-NHMec substrate, 1536-well (AID 1445); Aminopeptidase N (Plasmodium falciparum (isolate 3D7)); recombinant M1AAP, H-Leu-NHMec fluorogenic kinetic assay; higher % means a stronger effect; inhibition, % at 30 µM; hits with a dose series show IC50 in µM; 220,000 compounds, 0.42% hits;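 active = primary inhibition above the hit cutoff, then over 50% inhibition at one or more dose response concentrations, cut at about 23% in these data, passing the limit was not always enough; inconclusive = conflicting primary data, or primary hits not chosen for dose response; inactive = low primary inhibition, or under 50% at every dose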;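 note: plate controls were DMSO full reaction for no effect and no enzyme background for full effect; strong numbers were not always called active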
# K1F lysis inhibition – inhibition of K1F phage lysis, E. coli UTI89, bacterial capsule biogenesis inhibitors, alamar blue (AID 488966); inhibition, % at 100 µM, or IC50 in µM where a hit was titrated; 340,000 compounds, 0.02% hits; E. coli UTI89 K1F phage lysis, alamar blue, 2 h; higher % means a stronger effect;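 active = phage lysis inhibition, versus mean bacterial control, above a set limit; inconclusive = no clear call, values can overlap the other calls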;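 note: capsule biogenesis inhibitors block K1F phage lysis so surviving cells raise fluorescence; higher fluorescence means more inhibition of phage lysis; actives were called in the ten point dose series up to 300 µM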
# Autophagy mod – autophagy modulators in MEF cells, primary screen, imaging, high-content, MEF GFP-LC3 | MEF GFP-LC3 puncta imaging; test concentration mostly 10 µM | calls only at 10 µM (by protocol) | 190,000 compounds, 0.98% hits;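 active = percentage of spot-positive cells more than 3 SD above its plate mean, without a fluorescence outlier flag or 80% toxicity; inconclusive = no clear call, values can overlap the other calls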;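 note: spot-positive cell cutoff set from DMSO-treated cells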
# b-catenin transl – modulators of beta-catenin nuclear translocation, primary screen, imaging, HeLa cells, immunofluorescence, high-content | nuclear translocation activity, % at 5 µM | 190,000 compounds, 0.3% hits | AID 1665, 2009;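 active = nuclear translocation activity above 50% at 5 µM, with a well cell count of 50 or more; inconclusive = wells under 50 cells across six images, flagged as toxic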;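 note: per-cell ratio of nuclear to cytoplasmic median beta-catenin stain intensity; plate controls were DMSO negative control for no effect and GSK-3 inhibitor IX positive control for full effect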
#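 Test system: human HeLa cell line; Doses: 5 µM primary, 0.02–20 µM confirmation; Incubation: 24 h compound exposure, 37°C; Detection: beta-catenin immunofluorescence imaging with DAPI; Read-out: beta-catenin nuclear/cytoplasmic ratio, % activation.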
# P. falciparum M17LAP – P. falciparum M17LAP inhibitors, primary screen, biochemical, fluorogenic H-Leu-NHMec substrate, 1536-well (AID 1619). 220,000 compounds, 0.38% hits. Leucine aminopeptidase (Plasmodium falciparum (isolate 3D7)). recombinant M17LAP, H-Leu-NHMec fluorogenic kinetic assay; higher % means a stronger effect. inhibition, % at 30 µM; hits with a dose series show IC50 in µM;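 active = compound inhibiting the enzyme by more than half at any dose during confirmatory dose-response retesting; inconclusive = strong single-dose inhibitors picked by rank but not retested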;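 note: plate controls were full reaction with DMSO carrier for no effect and no enzyme background for full effect; strong numbers were not always called active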
# ER stress rescue – rescue of cells from ER stress-induced death, primary screen, 384-well, CSM14.1, thapsigargin, ATP luminescence (AID 1222) | CSM14.1 thapsigargin-induced death rescue, ATP luminescence; higher % means a stronger effect | cellular ATP content (survival), % at 20 µM, or EC50 in µM where a hit was titrated | 190,000 tested, under 10 active;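 active = EC50 below 50 µM in the dose-response confirmation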;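 note: death triggered by thapsigargin at about 15 µM added after 2 h compound pretreatment; cell ATP read after overnight thapsigargin exposure of roughly 18 to 22 hours; normalized against plate controls of thapsigargin alone and 5% DMSO vehicle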
# MT stabilize HCS – microtubule stabilizers in HeLa cells, primary screen, imaging, high-content imaging. HeLa tubulin immunostaining HCS, 24 h; share of cells brighter than vehicle mean+2SD. % tubulin-high responders, % at 10 µM. 200,000 compounds, 0.83% hits. AID 2205, 2009;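 active = plate Z-score above 3 for both tubulin-high and condensed-nucleus cell shares, with cell loss under 80%, at 10 µM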;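 note: anti alpha tubulin signal scored within the nucleus-defined area of each cell; some results filed as inactive read as strong as hits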
# Ins promoter up – insulin promoter activators in MIN6 cells, imaging, high-content screening, mouse beta cells | MIN6 insulin promoter-GFP reporter; active compounds read high | 190,000 compounds, 0.3% hits | z-score at 5 µM;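 active = z-score above 3 at 5 µM with at least 500 cells counted in the well; inconclusive = wells under 500 cells, flagged as cytotoxic or low count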
# Dynein cargo inh – inhibitors of GR-EGFP nuclear translocation, primary screen, dynein cargo transport inhibitor project, imaging, high-content, 3617.4 mouse cells | test concentration mostly 20 µM; stimulated with dexamethasone, 1 µM; active compounds read low | z-score, hits read low | 220,000 compounds, 0.47% hits;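 active = plate z-score of nuclear minus cytoplasmic receptor signal below a set negative limit, without overly bright fluorescence or cell loss, cut at about -3.5 in these data, passing the limit was not always enough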;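 note: z-score of nuclear minus cytoplasmic ring GR-EGFP intensity difference per well; some compounds called inactive have numbers as strong as hits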
#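 Schedule: 48 h induction, then 1 h compound, then 30 min agonist, 37 °C. Buffer or medium: tetracycline-free induction medium containing charcoal-stripped FBS. Reagent: 1.0 µM final dexamethasone stimulus. Evaluation: nuclear versus cytoplasmic GR-EGFP signal, averaged per well. Signal: high-content fluorescence imaging after fixation.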
# Dynein cargo inh cytoplasmic EGFP – further read-out of Dynein cargo inh, marked with its call; z-score; measured here: cytoplasmic GR-EGFP intensity; active compounds read high
# Dynein cargo inh nuclear GR-EGFP – second read-out of Dynein cargo inh, no call of its own (marks repeat the call); z-score; measured here: nuclear GR-EGFP intensity;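 lower value marks the stronger effect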
# Dynein cargo inh cell count – further read-out of Dynein cargo inh, marked with its call; z-score; measured here: cell count per field
# Ins promoter up cell count – also measured in Ins promoter up; calls as there; cell count; measured here: cytotoxicity, nuclei count;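 total cells summed across four imaged fields per well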
# b-catenin transl cell count 5 µM – second read-out of b-catenin transl, no call of its own (marks repeat the call); cell count; measured here: cell count, cytotoxicity flag
# MT stabilize HCS Hoechst-high % – also measured in MT stabilize HCS; calls as there; % Hoechst-high responders; measured here: nuclear condensation Hoechst responders;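 share of cells brighter than vehicle mean plus two SD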
# MT stabilize HCS cytotoxicity % – further read-out of MT stabilize HCS, marked with its call; toxicity, %; measured here: cytotoxicity by cell density;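 0% = mean cell density of plate MIN control wells and 100% = no cells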
# Autophagy mod cell loss 18 h – recorded beside Autophagy mod, whose call it bears; toxicity, %; measured here: cell loss, nuclei count;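 cell loss after 18 h compound exposure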
# * = called active by the depositor; i = inactive; ? = inconclusive; . = no result given; [ ] = remark or other dose.
SMILES,P. falciparum M1AAP,K1F lysis inhibition,Autophagy mod,Autophagy mod cell loss 18 h,b-catenin transl,b-catenin transl cell count 5 µM,P. falciparum M17LAP,ER stress rescue,MT stabilize HCS,MT stabilize HCS Hoechst-high %,MT stabilize HCS cytotoxicity %,Ins promoter up,Ins promoter up cell count,Dynein cargo inh,Dynein cargo inh cytoplasmic EGFP,Dynein cargo inh nuclear GR-EGFP,Dynein cargo inh cell count
Cc1cc(C(=O)Nc2c[nH]c(=O)[nH]c2=O)ccc1[N+](=O)[O-],12.6%,0.0%,i,16.9,-1.9,997,-10.4%,-1.4%,7.8,5.1,1.8,-0.35,1230,0.991,-0.191,0.641,-0.129
O=C(CSc1nc2ccccc2c(=O)n1Cc1ccco1)N1CCCCCC1,16.9%,0.1%,i,-6.5,4.0,1380,-16.1%,-1.1%,4.8,3.8,11.5,-1.3,1194,2.94,-0.292,1.43,-1.05
COc1ccc(N2CCN(c3ncccc3C#N)CC2)cc1,2.5%,2.1%[50 µM],i,5.7,0.0,1148,5.5%,-2.1%,6.5,2.5,0.3,0.72,1511,0.00885,-0.173,0.213,-0.487
COC(=O)c1ccc(COc2ccccc2/C=N/NC(=O)c2cccnc2)cc1,15.9%,-0.7%,i,-5.2,-1.3,969,0.6%,-0.1%,5.7,3.8,0.5,1.25,1559,-0.347,-0.382,-0.165,0.639
COc1ccc(-n2nnnc2SCC#CCO)cc1,0.8%,0.2%,i,9.5,-4.6,1059,-3.4%,-1.3%,3.3,3.4,10.8,?,.,-0.796,-0.235,-0.492,0.771
COc1ccccc1/C=C/C1=NC(=C\N(C)C)/C(=O)O1,1.0%,-0.2%,i,-3.8,-5.7,1253,8.7%,1.2%,2.2,1.8,6.1,-1.22,982,-0.368,-0.00861,-0.0714,0.292
Cc1cc(C)cc(N(C(=O)CNC(=O)c2cccs2)C(C(=O)NC2CCCC2)c2cccnc2)c1 (stereo unspecified),4.3%,3.9%,i,4.9,.,.,-4.2%,-1.6%,2.0,1.4,3.5,.,.,-0.458,-0.187,-0.737,0.974
O=S(=O)(Cc1ccccc1)C1CCCCC1O (stereo unspecified),5.6%,0.2%,.,.,1.6,1257,-4.5%,.,.,.,.,-0.34,1093,0.582,-0.239,0.696,-0.149
Cc1cc(NC(=O)CSc2c(C)[nH]c3ccccc23)no1,4.5%,-0.3%,i,10.9,-0.9,1130,0.5%,-4.4%,2.3,1.2,2.3,-0.21,1950,0.066,-0.165,0.15,0.209
O=C(c1ccco1)N1CCN(C(=O)C2CCN(S(=O)(=O)c3cccc4nsnc34)CC2)CC1,.,-2.1%,i,5.0,.,.,.,.,1.9,2.8,5.2,.,.,-0.513,-0.194,0.244,-0.784
C[n+]1cccc(C(=O)NNC(=O)C23CC4CC(CC(C4)C2)C3)c1,5.7%,-2.4%,i,-0.3,-0.8,1111,19.6%,-6.2%,0.9,1.4,2.4,0.39,1355,0.385,-0.375,0.0501,0.598
CC(C)c1ccccc1NC(=O)CC1(CC(=O)O)CCCC1,-2.9%,0.0%,.,.,-0.1,1236,1.0%,.,.,.,.,0.04,1047,0.34,-0.219,0.249,0.29
CCOc1ccc(NS(=O)(=O)c2ccc(C(=O)N3CCN(c4ncccn4)CC3)cc2)cc1,-1.9%,0.3%,i,14.8,-1.7,1127,-0.8%,0.3%,2.1,1.2,0.7,-0.18,1210,1.1,-0.194,0.416,-1.07
CC1(C)CC(=O)c2c(-c3cccnc3)n[nH]c2C1,6.2%,0.8%,i,-1.9,-3.0,1233,6.3%,-0.9%,3.4,1.5,3.9,-0.56,1238,1.68,0.115,0.787,-0.141
COc1cc(SC)ccc1C(=O)OCC(=O)NC(=O)NC(C)C,-4.4%,0.3%,i,10.5,1.2,1102,-2.3%,1.0%,1.5,1.8,0.3,-0.36,1289,0.649,-0.122,0.447,0.15
COc1ccc(NC(=S)c2ccccc2)cc1,7.7%,2.9%,i,7.0,-1.2,1036,-4.0%,-7.1%,2.2,3.0,9.2,-0.11,1395,0.344,-0.161,0.355,0.0619
Oc1ccc(Cl)cc1CNCC1CCCO1 (stereo unspecified),2.2%,-0.5%,i,-8.9,0.8,1080,5.4%,4.2%,2.0,1.8,3.9,-1.15,977,0.0842,-0.165,-0.173,0.114
O=C(NCc1cccs1)c1cnn2cccnc12,5.3%,-0.1%,i,3.9,2.7,1146,3.8%,-0.9%,3.6,1.9,10.1,-0.26,1274,-0.581,-0.208,-0.304,0.34
COc1cccc(C2=CC(c3ccc(OC)c(OC)c3OC)n3nnnc3N2)c1 (stereo unspecified),-2.7%,0.1%,i,10.7,1.2,837,-54.8%,0.1%,3.5,5.3,0.8,2.37,1237,0.896,-0.186,1.3,-0.0243
CCC(CO)NC(=O)c1ccc(-c2nn(C)c(=O)c3ccccc23)cc1 (stereo unspecified),13.1%,0.1%,i,-2.8,.,.,6.5%,-0.4%,1.6,1.7,9.6,0.06,831,-0.0398,-0.274,0.0382,0.117
CCCC1=NN(C(=O)Cc2ccc([N+](=O)[O-])cc2)C(O)(C(F)(F)F)C1 (stereo unspecified),-4.2%,-0.9%,i,7.7,-0.7,1089,-7.8%,2.5%,1.3,3.1,18.1,-0.72,1197,-0.362,-0.227,-0.328,0.744
CCC(CC)C(=O)Nc1cccc(S(=O)(=O)c2cccc(NC(=O)C(CC)CC)c2)c1,3.7%,0.6%,i,-10.8,.,.,-1.0%,-0.1%,2.3,1.6,7.0,.,.,-0.567,-0.212,-0.186,0.583
COc1ccc(C(O)C(CN2CCOCC2)c2ccccc2)cc1 (stereo unspecified),-0.8%,0.2%,i,8.1,-0.8,903,-3.5%,1.6%,5.4,2.7,12.7,0.65,1403,-0.309,-0.00669,0.286,-1.31
Cc1c(Cl)cccc1NC(=O)CN1CCC(C(O)(c2ccccc2)c2ccccc2)CC1,1.6%,3.5%,i,7.2,-0.9,1431,1.8%,2.2%,2.2,1.9,7.7,-0.5,1258,-0.602,-0.214,-0.512,0.733
CC1=Nc2ccc(Br)cc2C(c2ccccc2)N1CC(=O)O (stereo unspecified),4.2%,0.6%,i,-15.0,0.4,1551,1.4%,1.3%,1.2,1.5,8.5,-0.14,1595,-0.212,-0.288,0.104,0.13
CCOc1ccc(-c2nnc3ccc(SCC(=O)N4CCCCC4)nn23)cc1,.,0.0%,.,.,-2.7,1140,.,-2.5%,.,.,.,-0.54,2043,.,.,.,.
O=C(OCc1cnc(Cl)s1)c1ccccc1Cl,-3.2%,0.7%,i,22.9,.,.,-7.7%,4.5%,2.0,1.6,9.7,.,.,-0.72,-0.129,-0.826,-0.336
CCn1c(SCC(N)=O)nnc1-c1ccc(S(=O)(=O)N2CCN(C)CC2)cc1,-1.5%,0.3%,i,-0.3,1.3,968,2.7%,-0.9%,4.4,2.2,7.6,0.22,1603,-0.479,0.493,-0.253,0.417
COc1ccccc1N=Cc1c(C)[nH]n(-c2ccc(C)cc2C)c1=O,5.2%,0.1%,i,7.8,0.2,1595,9.8%,3.3%,3.1,2.1,4.2,1.26,1605,-1.04,-0.0435,-0.369,-0.441
CCCC(=O)NC(C)c1nc2ccccc2n1CC (stereo unspecified),6.7%,-0.8%,i,0.9,-0.6,1058,3.7%,-0.5%,6.0,1.3,7.3,1.08,1771,2.45,0.00597,1.99,-1.21
C/C(=N/NS(=O)(=O)c1ccc(C)cc1)[C@H]1C[C@@H]1c1ccccc1,-2.0%,0.0%,.,.,0.2,1326,-8.8%,.,.,.,.,0.16,1084,0.69,-0.138,1.43,-1.12
CCOC(=O)Nc1cc2c(C)cc(=O)oc2cc1C,6.9%,0.3%,i,0.4,-1.3,804,-1.6%,-1.9%,1.5,2.8,13.2,1.99,1400,0.0976,-0.0962,0.0719,-0.506
Cc1ccc(Cc2cncc(O)c2)cc1S(=O)(=O)O,2.4%,4.1%,i,1.9,-0.8,1019,-20.1%,-1.5%,1.4,1.9,27.5,0.45,1322,0.71,-0.203,0.719,-1.29
O=C(N/N=C/C=C\c1ccccc1[N+](=O)[O-])c1cccs1,4.9%,0.3%,i,6.5,-0.3,1153,11.2%,0.1%,2.6,2.4,5.1,-0.44,1435,-0.0138,-0.307,-0.228,0.544
c1ccc(-c2nc3nonc3c3nc4ccccc4n23)cc1,-3.6%,-1.6%,i,8.9,-7.7,987,-3.0%,2.7%,4.1,2.0,5.2,-0.7,1320,0.431,-0.163,0.703,0.22
COC(=O)c1c(C)nc(C)c(C(=O)OC)c1-c1cccs1,-7.3%,-0.2%,i,3.6,2.5,1054,0.1%,-0.7%,2.5,3.2,3.8,-0.23,1368,-0.711,1.01,-0.684,-0.0984
Cc1c(/C=N\NC(=O)C2(C)CC2(Cl)Cl)cnn1C (stereo unspecified),0.8%,0.0%,i,-8.3,.,.,0.1%,0.0%,1.2,1.6,5.4,0.28,1321,0.0316,-0.26,-0.282,-0.717

# This is a random part of the collection. Share with any hit: about 2.9%.
